Compound activity: PubChem, Sanford-Burnham Center for Chemical Genomics
EBI2 block = EBI2 (human) antagonism; EBI2 beta-arrestin recruitment, luminescence, 7a,25-OHC stimulated; inhibition, % at 5 µM; hit rate 0.81% among 360,000; in the data active = inhibition above about 38%;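 note: enzyme fragment complementation signal reports receptor beta-arrestin coupling in cells; 0% = agonist plus DMSO wells and 100% = wells without agonist; some results beyond the cut were filed as inactive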
Target sequence (P32249 whole entry, looked up, the tested form may be a part): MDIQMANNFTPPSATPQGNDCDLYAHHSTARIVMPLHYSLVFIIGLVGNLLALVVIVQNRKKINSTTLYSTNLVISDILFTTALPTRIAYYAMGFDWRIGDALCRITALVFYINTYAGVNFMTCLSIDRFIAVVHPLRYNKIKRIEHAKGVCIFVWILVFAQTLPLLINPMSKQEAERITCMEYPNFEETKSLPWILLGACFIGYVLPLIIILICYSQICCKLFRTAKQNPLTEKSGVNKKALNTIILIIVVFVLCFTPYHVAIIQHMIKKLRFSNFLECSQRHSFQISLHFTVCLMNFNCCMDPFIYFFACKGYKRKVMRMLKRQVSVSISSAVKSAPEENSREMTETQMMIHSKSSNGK
MPTP inh = permeability transition pore inhibition | isolated mouse mitochondria, Ca2+ swelling absorbance, 30 min | inhibition, % at 10 µM | hit rate 1.4% among 360,000 | AID 602449;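 active = inhibition of 50% or more, scaled per plate between neutral and stimulator controls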;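 note: 0% = DMSO wells given calcium and 100% = 1 mM EGTA wells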
CXCR6 block = blocks human CXCR6 beta-arrestin recruitment. CHO-K1 PathHunter CXCR6 beta-arrestin, luminescence. inhibition, % at 20 µM. hit rate 0.36% among 360,000; in the data active = inhibition above about 34%, passing the limit was not always enough;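 note: antagonist mode with CXCL16 agonist at 10 nM final; 0% = 10 nM CXCL16 with DMSO and 100% = unstimulated wells without agonist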
Target sequence (O00574 whole entry, looked up): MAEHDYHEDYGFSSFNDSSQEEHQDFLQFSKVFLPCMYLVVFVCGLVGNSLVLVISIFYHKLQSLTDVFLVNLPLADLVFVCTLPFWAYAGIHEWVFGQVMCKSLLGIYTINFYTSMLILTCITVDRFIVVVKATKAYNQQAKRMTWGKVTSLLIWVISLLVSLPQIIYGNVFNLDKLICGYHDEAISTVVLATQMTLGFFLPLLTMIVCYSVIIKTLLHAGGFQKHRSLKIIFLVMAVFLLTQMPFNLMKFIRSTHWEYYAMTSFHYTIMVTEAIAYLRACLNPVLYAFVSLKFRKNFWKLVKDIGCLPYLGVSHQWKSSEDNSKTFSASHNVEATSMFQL
CCR6 antag = CCR6 (human) receptor antagonism. CHO-K1 CCR6 PathHunter beta-arrestin, luminescence, CCL20-stimulated. inhibition, % at 20 µM. hit rate 0.49% among 340,000. AID 493098;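 active = compounds whose inhibition of the agonist-driven luminescence signal at 20 µM reaches about 50%, limit read from the data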;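 note: cells stimulated with CCL20 at 14 nM final; plate controls were DMSO with CCL20 for no effect and DMSO without agonist for full effect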
APOBEC3A inh = inhibitors of human APOBEC3A DNA deaminase; P31941; recombinant A3A, FAM/TAMRA ssDNA deamination fluorescence; inhibition, % at 20 µM; hit rate 0.41% among 330,000; AID 493011;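 active = at least 40% inhibition at 20 µM here, with at most 30% in a related deaminase screen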;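 note: plate controls were A3A with DMSO for no effect and wells lacking A3A enzyme for full effect; some results filed as inactive read as strong as hits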
A3G deaminase = blocks human APOBEC3G single-stranded DNA deamination. inhibition, % at 20 µM. recombinant A3G, ssDNA deamination FAM/TAMRA fluorescence. Q9HC16. hit rate 0.28% among 330,000;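 active = inhibition of at least 40% at 20 µM, with no more than 30% in the related APOBEC3A deaminase screen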;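 note: plate controls were DMSO wells with A3G for no effect and wells lacking A3G enzyme for full effect; some compounds called inactive have numbers as strong as hits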
Target sequence (Q9HC16 whole entry, looked up): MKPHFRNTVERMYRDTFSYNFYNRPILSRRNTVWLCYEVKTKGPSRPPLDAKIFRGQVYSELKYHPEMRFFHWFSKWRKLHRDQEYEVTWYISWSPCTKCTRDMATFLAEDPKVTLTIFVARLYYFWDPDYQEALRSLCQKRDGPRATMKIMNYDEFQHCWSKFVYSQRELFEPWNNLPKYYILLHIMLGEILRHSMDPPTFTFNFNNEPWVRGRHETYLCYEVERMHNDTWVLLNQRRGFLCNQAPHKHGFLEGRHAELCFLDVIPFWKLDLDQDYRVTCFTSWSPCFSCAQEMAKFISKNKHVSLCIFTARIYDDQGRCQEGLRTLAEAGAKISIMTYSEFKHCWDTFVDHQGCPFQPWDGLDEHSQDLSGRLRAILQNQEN
NR3A LBD binder = modulates the human NR3A ligand-binding domain; NR3A LBD differential scanning fluorimetry, Tm shift; 0% = protein alone, 100% = glycine-bound protein; Tm shift relative to glycine control, % at 25 µM; hit rate 2.5% among 340,000;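 active = melting temperature shift of at least 10% of the positive control shift, at one fixed dose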
Gli-Sufu antag = antagonists of Gli-Sufu signaling. Sufu-KO-LIGHT fibroblasts, Gli luciferase reporter luminescence. inhibition, % at 5 µM. hit rate 0.74% among 340,000. AID 588413;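 active = inhibition above about 55%, limit read from the data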;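 note: 0% = DMSO-treated cells and 100% = wells with medium but no cells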
* marks the source's active call; other numbers are inactive results; x = not tested or not shown.

1	CC(C)n1c(=O)[nH][nH]c1=S
2	O=C(NCCC1=CCCCC1)C1CCC(CNc2nc(=S)[nH]c3ccccc23)CC1 (centres undefined)
3	CCc1cc(=O)n2[nH]c(C)c(-c3ccc(OC)cc3)c2n1
4	CCNC(=O)c1ccc(CSc2ccc(Cl)cc2)cc1
5	CCO[C@H]1OC(C(=O)N2CCCCCCC2)=C[C@@H](c2csc3ccccc23)[C@@H]1CCCO
6	COc1cc(C(=O)NC2CCCc3c2cnn3-c2ccccc2F)cc(OC)c1OC (centres undefined)
7	Cc1ccc(NC(=S)NC(=O)c2cncc(Br)c2)c(C)c1
8	CCOC(=O)c1cnn(-c2ccccc2)c1-n1cccc1C(=O)C(=O)Nc1ccccc1C(F)(F)F
compound no.,1,2,3,4,5,6,7,8
CXCR6 block,-13,-8,7,-2,13,-2,29,-5
A3G deaminase,4,-4,-7,-8,-5,-3,-9,-6
CCR6 antag,2,12,15,1,19,10,39,11
NR3A LBD binder,2,-2,3,-1,1,-1,1,0
MPTP inh,4.0,-1.5,-0.6,1.9,0.3,-0.4,-0.1,0.1
EBI2 block,-11,2,7,0,7,9,-2,23
APOBEC3A inh,-8,2,-7,-1,0,0,-2,-4
Gli-Sufu antag,-3,5,-2,-6,1,61*,x,7

9	CNC(=O)n1ccc(C(=O)N2CCCCC2)n1
10	CCOc1ccc(S(=O)(=O)N2CCC(C(=O)NCc3ccncc3)CC2)cc1
11	CCOc1ccc(-n2nnc3c(=O)n(C/C=C/c4ccccc4)cnc32)cc1
12	CC(C)COc1ccc(C(=O)NC(Cc2c[nH]c3ccccc23)C(=O)NN)cc1 (centres undefined)
13	Nc1nnc(CCC2CCCCC2)s1
14	CCO[C@H]1OC(C(N)=O)=C[C@@H](c2ccc(Br)cc2)[C@@H]1CCCO
15	Cc1cccc(C)c1NC(=O)C(Cl)C(=O)c1ccccc1 (centres undefined)
16	O=C(NC1CCS(=O)(=O)C1)C12CC3CC(CC(C3)C1)C2 (centres undefined)
compound no.,9,10,11,12,13,14,15,16
CXCR6 block,-3,-2,1,-3,6,-1,-7,1
A3G deaminase,1,2,-2,-6,2,-13,-1,-1
CCR6 antag,-4,10,15,4,8,1,8,4
NR3A LBD binder,1,-1,3,0,0,0,0,-3
MPTP inh,1.4,0.1,0.6,2.3,-0.1,-1.5,-1.2,-2.3
EBI2 block,-2,3,20,-18,3,4,5,1
APOBEC3A inh,3,0,-2,-6,3,-4,0,2
Gli-Sufu antag,-3,5,6,-4,42,11,-6,1

17	COC(=O)Cn1cnc2scc(-c3ccc(C)c(C)c3)c2c1=O
18	Cc1ccc(SCC(=O)NC(C)(C)C)cc1
19	CSc1ccccc1NC(=O)CSc1n[nH]c(N)n1
20	Cc1onc(-c2ccccc2)c1C(=O)Nc1c(C)n(C)n(-c2ccccc2)c1=O
21	CCN1C(=O)c2cccc3c(S(=O)(=O)N(C(=O)c4ccncc4)c4ccc(OC)cc4)ccc1c23
22	CCc1ccc(OCC(=O)Nc2cccc3nsnc23)cc1
23	CCc1ccc(S(=O)(=O)NCc2cn3ccsc3n2)s1
24	Cn1c(SCc2cccc(Br)c2)nnc1-c1ccncc1
compound no.,17,18,19,20,21,22,23,24
CXCR6 block,0,-1,-1,0,-5,3,0,5
A3G deaminase,1,-8,-4,-3,2,-4,-9,4
CCR6 antag,5,11,6,12,18,4,-5,3
NR3A LBD binder,0,1,1,-2,-2,-3,1,0
MPTP inh,-0.3,-0.5,-0.2,-1.3,-0.5,0.1,2.0,0.0
EBI2 block,12,-1,-9,-5,-2,3,-8,1
APOBEC3A inh,-3,-6,-7,5,1,1,-5,-1
Gli-Sufu antag,7,-38,-2,2,4,-18,-1,3

Profiles, quoted from the list. Values in the order: CXCR6 block | A3G deaminase | CCR6 antag | NR3A LBD binder | MPTP inh | EBI2 block | APOBEC3A inh | Gli-Sufu antag
Cn1c(SCc2cccc(Br)c2)nnc1-c1ccncc1 as listed: 5 | 4 | 3 | 0 | 0.0 | 1 | -1 | 3
CSc1ccccc1NC(=O)CSc1n[nH]c(N)n1 as listed: -1 | -4 | 6 | 1 | -0.2 | -9 | -7 | -2
CCc1ccc(S(=O)(=O)NCc2cn3ccsc3n2)s1 as listed: 0 | -9 | -5 | 1 | 2.0 | -8 | -5 | -1

Next records:
25	Cc1ccc(S(=O)(=O)N2CCOCC2)cc1C(=O)NC1CCN(Cc2ccccc2)CC1
26	COc1ccc(N(CC(O)CN2C(=O)NC(C)(C)C2=O)S(=O)(=O)c2ccc(C)cc2)cc1 (centres undefined)
27	CC1CCN(C(=O)c2cccc(S(=O)(=O)N3CCCCC3)c2)CC1
28	C=CC[C@H](CC(=O)N(CCO)Cc1ccccc1)C(=O)N[C@@H](C)COC(=O)[C@@H](CC=C)Cc1ccc(F)cc1
29	O=C(CC1(O)C(=O)N(Cc2cccc3ccccc23)c2ccccc21)c1cccnc1 (centres undefined)
30	CN(C)C(=S)NC(=NCc1ccc([N+](=O)[O-])cc1)c1ccccc1
31	CCCCn1c(N)c(N(CC(C)C)C(=O)C2CCN(S(=O)(=O)c3ccc(C)c(C)c3)CC2)c(=O)[nH]c1=O
32	Cc1cc(C)nc(/N=C(/NC(=O)Nc2cccc(Cl)c2)Nc2ccccc2)n1
compound no.,25,26,27,28,29,30,31,32
CXCR6 block,0,5,0,11,2,1,-5,-3
A3G deaminase,x,-8,-3,0,-6,-4,-5,-3
CCR6 antag,5,-4,1,6,5,7,-1,4
NR3A LBD binder,0,-2,1,1,-1,7,-1,1
MPTP inh,5.2,-1.3,-2.2,0.5,7.3,0.8,0.4,5.4
EBI2 block,2,2,-8,2,3,-5,-10,8
APOBEC3A inh,x,-6,3,-1,-1,-10,4,-1
Gli-Sufu antag,6,1,-2,-17,0,34,-5,-1

33	CCN1CCCC1CNC(=O)c1ccccc1Cl (centres undefined)
34	CCCc1nc(SC2CCCC2)c2c(=O)n(C)c(=O)n(C)c2n1
35	COc1cc(CNC23CC4CC(CC(C4)C2)C3)ccc1OCc1ccccc1
36	CCOC(=O)c1cc2c(s1)-c1c(C)cccc1OC2
37	C=CCc1c(C)nc(-c2ccccc2)nc1N/N=C/c1ccccc1
38	COCCNCC1C(Oc2ccc(Cl)cc2)C(=O)N1c1ccccc1C (centres undefined)
39	Cc1cc(C)n(CCNC(=O)CC2C(=O)NCCN2CC2CCCCC2)n1 (centres undefined)
40	CC(=O)c1ccc(N2CCCCC2)c(F)c1
compound no.,33,34,35,36,37,38,39,40
CXCR6 block,-2,3,2,-6,-5,9,0,9
A3G deaminase,-3,15,-3,-2,-1,-6,-3,-4
CCR6 antag,3,14,-1,2,11,15,-5,28
NR3A LBD binder,-1,-4,-14,-1,0,-2,-1,-5
MPTP inh,-1.8,72*,3.3,1.7,2.6,-2.0,-0.2,-1.4
EBI2 block,8,7,-12,5,2,6,5,5
APOBEC3A inh,-2,-3,-2,1,1,-5,0,0
Gli-Sufu antag,-1,4,-20,-54,-28,14,6,-13

41	COc1ccccc1OCc1ccc(C(=O)OCC2CCCO2)o1 (centres undefined)
42	O=C1NC(c2cccs2)C(C(=O)c2ccccc2)C(O)(C(F)(F)F)N1 (centres undefined)
43	CC(C)CN(C(=O)COC(=O)c1c2c(nc3ccccc13)CCC2)c1c(N)n(Cc2ccccc2)c(=O)[nH]c1=O
44	O=C(Nc1ccsc1C(=O)O)c1cccc(Oc2ccccc2)c1
45	CN1C(C)(C)CC(NC(=O)c2ccco2)CC1(C)C
46	COc1ccc2oc3cc(C)[n+]([O-])c(-c4ccc(Cl)cc4)c3c2c1
47	CCOC(=O)C1=C(N)n2c(s/c(=C\c3ccco3)c2=O)=C(C(=O)OCC)C1c1ccco1 (centres undefined)
48	COc1cc(NC(=O)CCS(=O)(=O)c2ccc3nc(C)sc3c2)cc(OC)c1OC
compound no.,41,42,43,44,45,46,47,48
CXCR6 block,-2,-12,10,-4,-4,8,8,-2
A3G deaminase,-1,-3,-2,-4,x,4,x,-4
CCR6 antag,-10,6,28,7,5,11,11,-2
NR3A LBD binder,-1,1,-5,-19,0,1,-1,2
MPTP inh,-7.6,0.3,1.2,0.7,1.3,-0.5,2.4,-1.7
EBI2 block,-10,-4,-15,7,6,17,18,-2
APOBEC3A inh,-3,-1,9,0,x,0,x,-2
Gli-Sufu antag,8,-1,5,-20,4,-2,0,29

49	CC[C@]12c3[nH]c4cc(-c5ccco5)ccc4c3CCN1C(=O)[C@@H](CC(=O)NCCCOC)C[C@@H]2C(=O)N1CCN(C(=O)c2ccco2)CC1
50	Cc1ccccc1Cc1c(C)nc2c(C(=O)NCc3ccco3)cnn2c1C
51	CCS(=O)(=O)Nc1ccc(C(=O)CC2(O)C(=O)Nc3ccc(Br)cc32)cc1 (centres undefined)
52	COCCOc1ccc(C(F)(F)F)cc1NC(=O)c1ccc(C)cc1
53	COc1ccc(-n2c(SCc3ccccn3)nc3c(c2=O)SCC3)cc1OC
54	c1ccc(CNc2ccc3c(c2)ncn3C2CCCCC2)nc1
55	Cc1nc2c(cnn2-c2ccccc2)c(=O)[nH]1
56	CSc1ccc(Cc2ccc(Cl)cc2Cl)nn1
compound no.,49,50,51,52,53,54,55,56
CXCR6 block,4,32,-12,-1,0,8,3,0
A3G deaminase,-3,-2,-4,-3,-4,-4,-6,-5
CCR6 antag,20,20,5,9,-1,-7,8,-2
NR3A LBD binder,0,-7,1,5,-2,-1,-2,-1
MPTP inh,-0.9,-0.4,-0.9,58*,0.3,0.7,0.6,2.1
EBI2 block,-6,20,-6,-4,-5,4,-9,4
APOBEC3A inh,-3,0,-3,1,-1,-5,0,-2
Gli-Sufu antag,-4,-8,22,11,-4,-6,-4,-27

57	CCn1c(=O)c(C(=O)NNC(=O)c2ccccc2F)c(O)c2ccccc21
58	COCCNC(=O)C(NC(=O)C1CCC(C)CC1)C(C)C (centres undefined)
59	COc1ccc(C(=O)NC(=S)NNC(=O)[C@H]2C[C@@H]2c2ccccc2)cc1OC
60	O=C(CSc1nccc(=O)[nH]1)Nc1ccc(F)c([N+](=O)[O-])c1
61	Cc1cc(C)c(C(=O)N2CCCC(N3CCN(c4ccc(F)cc4)CC3)C2)o1 (centres undefined)
62	Cc1cc(C)c(NC(=O)CNC(=O)c2ccc3c(=O)n4c(nc3c2)CCC4)c(C)c1
63	O=C(c1ccco1)N1CCN(S(=O)(=O)N2CCOCC2)CC1
64	Cc1cc2oc(=O)cc(CSc3nnc(-c4cccs4)o3)c2cc1C(C)C
compound no.,57,58,59,60,61,62,63,64
CXCR6 block,8,3,26,3,0,4,7,3
A3G deaminase,-1,-5,-8,-9,-1,-3,-7,-5
CCR6 antag,9,11,22,11,3,0,5,20
NR3A LBD binder,-1,-2,0,0,0,-2,1,-4
MPTP inh,8.0,0.3,-1.4,1.3,0.0,-1.0,-1.1,26
EBI2 block,-8,-19,-6,-4,4,-2,-9,-12
APOBEC3A inh,5,0,-3,-3,-3,0,-2,1
Gli-Sufu antag,-7,1,-15,1,-9,3,4,17

65	CC(NC(=O)c1ccccc1NC(=O)c1ccco1)c1ccccc1 (centres undefined)
66	Cc1nc2ccccc2nc1OCc1cccc(Cl)c1
67	COc1ccccc1Nc1ccc2nonc2c1[N+](=O)[O-]
68	COc1cc(-n2c(=O)c3ccccc3n(CC(=O)c3ccccc3)c2=O)cc(OC)c1OC
compound no.,65,66,67,68
CXCR6 block,12,7,-6,7
A3G deaminase,-5,-1,-5,-8
CCR6 antag,1,23,5,5
NR3A LBD binder,0,0,2,-2
MPTP inh,-0.4,1.7,0.4,0.3
EBI2 block,3,-5,5,3
APOBEC3A inh,-4,3,0,-1
Gli-Sufu antag,3,4,-8,4

3 of the entries above in order of the APOBEC3A inh value, highest first:
# | Structure | CXCR6 block | A3G deaminase | CCR6 antag | NR3A LBD binder | MPTP inh | EBI2 block | APOBEC3A inh
66 | Cc1nc2ccccc2nc1OCc1cccc(Cl)c1 | 7 | -1 | 23 | 0 | 1.7 | -5 | 3
67 | COc1ccccc1Nc1ccc2nonc2c1[N+](=O)[O-] | -6 | -5 | 5 | 2 | 0.4 | 5 | 0
68 | COc1cc(-n2c(=O)c3ccccc3n(CC(=O)c3ccccc3)c2=O)cc(OC)c1OC | 7 | -8 | 5 | -2 | 0.3 | 3 | -1
